High-throughput results as filed in PubChem.
Giardia killer: Giardia lamblia killing. 340,000 compounds, 0.15% hits. Giardia lamblia trophozoite viability. AID 540267. activity change, % at 7.66 µM, hits read low; in the data active means activity change below about -80%; inconclusive means between about -30% and that limit;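 further: parasites exposed to compound for two days anaerobically before the ATP read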
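Giardia trophozoites, 100 cells per well, were exposed to compounds for 48 hrs at 37 deg C under anaerobic conditions; viability was then read as ATP content by bioluminescence after 15-30 min at room temperature.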
FBPA coupling cs: inhibits coupling enzyme system, counter-screen for aldolase hits | 290,000 compounds, 0.67% hits | activity change, negative = inhibition, % at 58.2 µM, hits read low | AID 2472 | coupling enzyme system counterscreen, AmpLite Red fluorescence; in the data active means activity change below about -30%
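Activity here indicates interference with the coupling reaction, not aldolase inhibition. Compounds at 57.5 uM final met coupling enzymes for 10 min at RT; substrate and AmpLite Red detection followed, with a 525/598 nm fluorescence read after 20 min.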
KCNH2 WT inh: inhibitors of human wildtype KCNH2 potassium channel; Q12809; activity change, % at 1.84 µM; U2OS, BacMam KCNH2, thallium flux FluxOr; active compounds read low; AID 720551; 340,000 compounds, 0.37% hits;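 active means maximum activity change below -70%; inconclusive means maximum activity change between -70% and -50%; inactive means maximum activity change above -50%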
Target sequence (Q12809 whole entry, looked up): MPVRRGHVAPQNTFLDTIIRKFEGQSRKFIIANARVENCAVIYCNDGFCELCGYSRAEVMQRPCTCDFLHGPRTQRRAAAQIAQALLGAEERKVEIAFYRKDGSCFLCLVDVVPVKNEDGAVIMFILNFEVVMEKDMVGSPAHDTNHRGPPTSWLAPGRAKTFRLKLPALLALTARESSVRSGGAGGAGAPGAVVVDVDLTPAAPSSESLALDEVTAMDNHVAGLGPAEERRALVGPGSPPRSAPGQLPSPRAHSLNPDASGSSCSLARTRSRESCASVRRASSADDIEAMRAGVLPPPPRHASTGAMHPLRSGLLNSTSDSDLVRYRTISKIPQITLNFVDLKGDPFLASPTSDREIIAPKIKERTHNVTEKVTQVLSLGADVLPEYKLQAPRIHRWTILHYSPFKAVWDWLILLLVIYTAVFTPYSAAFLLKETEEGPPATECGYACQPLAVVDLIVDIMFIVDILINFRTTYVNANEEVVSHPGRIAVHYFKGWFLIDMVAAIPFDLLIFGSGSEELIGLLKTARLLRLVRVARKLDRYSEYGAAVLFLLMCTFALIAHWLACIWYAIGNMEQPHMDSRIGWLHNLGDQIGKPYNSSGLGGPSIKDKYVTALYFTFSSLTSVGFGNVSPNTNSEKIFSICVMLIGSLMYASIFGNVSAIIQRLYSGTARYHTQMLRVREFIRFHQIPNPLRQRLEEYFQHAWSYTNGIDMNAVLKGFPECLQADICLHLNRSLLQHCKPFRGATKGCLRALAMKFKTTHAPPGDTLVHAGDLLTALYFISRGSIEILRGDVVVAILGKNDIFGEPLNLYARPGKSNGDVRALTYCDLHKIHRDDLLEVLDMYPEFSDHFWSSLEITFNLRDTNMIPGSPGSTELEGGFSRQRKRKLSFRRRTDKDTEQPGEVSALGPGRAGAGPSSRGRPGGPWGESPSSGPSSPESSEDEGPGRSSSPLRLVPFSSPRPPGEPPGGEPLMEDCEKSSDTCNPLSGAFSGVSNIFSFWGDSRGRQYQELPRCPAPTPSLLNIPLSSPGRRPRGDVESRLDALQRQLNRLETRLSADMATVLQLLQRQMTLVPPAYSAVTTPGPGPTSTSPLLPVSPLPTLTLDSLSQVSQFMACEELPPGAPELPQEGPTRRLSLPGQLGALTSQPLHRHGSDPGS
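U2OS cells transduced with wild-type KCNH2 virus are loaded with FluxOr dye for 45 min, and thallium flux is measured in kinetic reads before and after stimulation buffer. Rate constants are normalized to DMSO controls.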
Eya2 inh: blocks the phosphatase activity of human Eya2. AID 488837. 330,000 compounds, 0.006% hits. Potency, µM (doses to about 76.9 µM), for the others: at the highest dose activity, negative = inhibition, usual class: inhibitors. O00167. recombinant Eya2, OMFP fluorescence dephosphorylation (OMFP is methylfluorescein phosphate); further: potency means the concentration at half of the fitted maximal effect
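Eya2 (0.2 uM) preincubated 10 min at ambient with compound, then OMFP substrate added at 50 uM; 10 min reaction in 50 mM HEPES pH 7.5, 50 mM NaCl, 5 uM MgCl2, 0.05% BSA, 1 mM DTT. Fluorescence read at Ex 485/Em 525 nm.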
USP2a inh: blocks human ubiquitin-specific protease USP2a; O75604; USP2 core, Ub-CHOP2 coupled fluorogenic reporter, 485/531; Potency, µM (top dose mostly 38.3 µM), for the others: at the highest dose activity change, negative = inhibition, hits mostly inhibitors; 330,000 compounds, 0.01% hits; AID 463254;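 further: potency means the concentration at half of the fitted maximal effect; plate controls were DMSO wells for no effect and full inhibition by NEM control for full effect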
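Deubiquitinase activity read as fluorescence (485/531 nm) after Ub-CHOP2 cleavage activates the enterokinase reporter on its substrate; USP2 core 10nM, Ub-CHOP2 and substrate 25nM each, 30min compound preincubation then 60min RT; data normalized to NEM, curves fitted.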
B2AR arrestin: recruits beta-arrestin to the human beta2-adrenergic receptor; P07550; beta-arrestin recruitment to beta2AR, cell-based reporter; Potency, µM (highest dose often 46.1 µM), inactives show top-dose activation, usual class: activators; 330,000 compounds, 0.02% hits;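 further: potency means the concentration at half of the fitted maximal effect; 0% = DMSO controls and full agonism = EC100 isoproterenol or metaproterenol; nearly all actives have a fitted effect of over 65% in size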
KCNH2 3.1 block: blocks the human KCNH2 3.1 channel isoform; U2OS KCNH2 3.1, thallium flux FluxOr; active compounds read low; 340,000 compounds, 0.95% hits; activity change, % (tested at about 1.8 µM);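 active means maximum activity change below -70%; inconclusive means maximum activity change from -70% to -50%; inactive means maximum activity change above -50%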;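 further: thallium influx rate constant from kinetic fluorescence after stimulation buffer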
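Channel expression came from 3.1 mutant virus (1.77 x 10^8 /mL) applied to suspended U2OS cells for 4 h. Flux was tracked with FluxOr dye plus Red40 quencher, and kinetic rate constants normalized to controls.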
BCR signal inh: blocks chronic active B-cell receptor signaling; ABC-DLBCL IkBa-CBG/CBR reporter, luminescence ratio, 4 h; Potency, µM (series often up to 46.1 µM), for the others: top-dose ratio change, negative = lower green/red ratio, usual class: inhibitors; 340,000 compounds, 0.05% hits; AID 493014; active means well fitted inhibition curve with a large enough effect in the signal ratio, with a control signal flat, not every such curve was filed as active; inconclusive means small, poorly fitted or top-dose-only effect, or effect the other way, or a change in a side signal; the % refers to the signal ratio;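 further: potency means the concentration at half of the fitted maximal effect; plate controls were basal doxycycline-induced cells for no effect and cells given 10 µM MG132 for full effect; MG132 reads +100%, hits lower the ratio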
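TMD8 ABC-DLBCL cells carrying doxycycline-inducible green luciferase fused to IkappaBalpha plus unfused red luciferase were exposed to compounds (up to 46 uM) for 4 hrs at 37C. Activity came from the overlap-corrected green/red luminescence ratio.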
uPA generation: inhibitors of cell surface uPA generation. cell surface uPA generation assay, qHTS. Potency, µM (top dose mostly 38.3 µM), without a hit: top-dose activity change, negative = inhibition, actives largely listed as inhibitors. 330,000 compounds, 0.31% hits. AID 540303; active means well fitted inhibition curve with a large enough effect; inconclusive means small, poorly fitted or top-dose-only effect; inactive means no such curve, though single readings can be large or run the other way; tested in mouse RAW 264.7 cells; further: potency means the concentration at half of the fitted maximal effect; nearly all actives have a fitted effect of over 55% in size
PKM2 act: activators of human pyruvate kinase M2; purified PKM2, Kinase-Glo ATP luminescence, activation; response scale: 0% is enzyme alone, no compound; P14618; Potency, µM (top dose mostly 57.5 µM), for inactives: at the top dose activation, actives largely listed as activators; 260,000 compounds, 0.34% hits; further: potency means the concentration at half of the fitted maximal effect; nearly all actives have a fitted effect of over 55% in size
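ATP formation by purified human PK-M2, quantified via coupled luciferase luminescence after 1 h at room temperature with 0.1 mM ADP and 0.5 mM PEP final.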
GALK inhibitor: galactokinase (human) inhibition | Purified GALK, Kinase-Glo residual ATP luminescence | 270,000 compounds, 0.007% hits | P51570 | Potency, µM (top dose mostly 57.5 µM), without a hit: top-dose activity change, negative = inhibition, actives largely listed as inhibitors; further: potency means the concentration at half of the fitted maximal effect
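Human GALK (5 nM) with 35 uM ATP and 100 uM galactose in 20 mM HEPES pH 8.0, 5 mM MgCl2, 60 mM NaCl, 1 mM DTT, 0.01% BSA. After 1 h at room temperature, leftover ATP was read by Kinase-Glo Plus luminescence.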
The depositor's hits bear a star; ? = inconclusive; . = no result given. Unless noted, the call rests on the fitted dose curve; in most records, active means well fitted curve in the direction sought with a large enough effect; inconclusive means small, poorly fitted or top-dose-only effect, or another doubt; inactive means no such curve, though single readings can be large; an effect the other way counts as inactive or inconclusive. Unless noted, on the % scale 0 is the no-effect control and ±100 the full control effect.

Under each structure: B2AR arrestin	Giardia killer	KCNH2 3.1 block	FBPA coupling cs	Eya2 inh	uPA generation	USP2a inh	PKM2 act	BCR signal inh	KCNH2 WT inh	GALK inhibitor
COC(=O)c1ccc(NC(=O)CN2C(=O)C3C4C=CC(C4)C3C2=O)cc1 (configuration not stated)
  -0.2%	7.5	4.1	-0.6	17.4%	.	0.7%	0.4%	-10.5%	-13.0	0.8%
COc1cc(Br)cc(CNc2ccc(F)c([N+](=O)[O-])c2)c1O
  -0.2%	11.2	-6.3	-10.1	-3.0%	0.2%	-5.5%	-1.0%	?	11.2	-2.4%
O=C(CCCn1nnc2ccccc2c1=O)N[C@H](C(=O)O)c1ccccc1
  0.1%	0.1	4.7	0.2	-7.7%	14.7%	-2.6%	-4.0%	-0.7%	-9.9	-0.6%
Cc1ccc(C(=O)N2CC(=O)Nc3ccc(F)cc3C2c2ccc(F)cc2)cc1[N+](=O)[O-] (configuration not stated)
  -0.3%	-4.7	3.6	-9.3	1.7%	-1.7%	3.4%	5.1%	2.7%	3.7	0.8%
Cc1ccc(NC(=O)Cn2nnc(C(=O)NCc3ccc4c(c3)OCO4)c2N)cc1
  0.1%	7.3	?	0.4	1.2%	-3.9%	0.7%	.	-11.9%	0.5	7.7%
CC(=O)Oc1c(C)c2c3c(c1OC(C)=O)[C@@H](C)CC[C@@H]3[C@@H](C)C[C@H]2C=C(C)C
  0.2%	-29.3	5.4	.	-23.2%	13.9%	2.0%	.	?	29.4	.
N#CC1=C(N)OC2=C(CCC/C2=C/c2ccoc2)C1c1ccoc1 (configuration not stated)
  0.0%	.	.	-5.8	-24.1%	.	12.4%	-1.4%	7.7%	.	-1.9%
CCn1c(C)nc2cc(S(=O)(=O)C(F)(F)F)ccc21
  -0.3%	-5.8	4.4	-1.0	2.7%	-9.1%	3.0%	-0.5%	19.3%	-0.3	1.4%
COc1cc(NC(=O)CSc2ccc(-c3ccco3)nn2)cc(OC)c1
  -0.5%	-13.0	37.1	.	7.5%	-4.8%	2.6%	1.0%	1.8%	-6.6	-4.4%
COc1ccc(OC)c(C(=O)COC(=O)COc2ccccc2F)c1
  0.1%	-6.1	11.9	.	-27.0%	0.9%	-0.3%	.	-13.1%	10.9	.
COC(=O)CSc1nc(SCc2ccc(C)cc2)nc2c1CCCC2
  -0.2%	-1.4	-7.6	0.2	-30.7%	5.3%	-0.6%	-10.9%	-2.2%	0.2	-3.3%
Cc1ccnc(NC(c2cccnc2)c2ccc3cccnc3c2O)c1 (configuration not stated)
  -1.4%	3.0	-7.8	-1.9	14.7%	-6.5%	-8.2%	3.6%	?	2.8	0.1%
Cc1cc(NC(=O)c2ccccc2Cl)n(C(C)(C)C)n1
  -0.9%	-3.8	4.1	0.4	5.4%	12.6%	6.9%	1.0%	-25.1%	-0.4	.
COc1ccc([C@@H]2CC=C(C(=O)O)[C@H](c3ccc(Cl)cc3)N2S(=O)(=O)c2ccc(Cl)cc2)cc1
  -0.7%	-25.5	51.7	.	9.1%	2.3%	-0.6%	.	0.0%	-4.3	.
Cc1cc(C)nc(SCC(=O)Nc2ncc(C(F)(F)F)cc2Cl)n1
  0.3%	-14.7	-7.4	-1.2	6.5%	3.7%	3.2%	-0.3%	11.0%	-2.7	-1.5%
CCOC(=O)Cc1csc(NS(=O)(=O)c2ccc(Cl)cc2)n1
  -0.8%	6.3	1.0	7.0	5.1%	2.5%	3.1%	-2.1%	0.7%	-10.4	-0.1%
Cc1cccc(N2CCN(CC(=O)NCC3CCCCC3)CC2)c1C
  0.1%	7.8	6.7	-0.8	-4.2%	1.6%	-3.1%	3.1%	-3.6%	-0.6	0.0%
CCCCCCCCCCCC(=O)NC(C(=O)O)C(O)c1ccccc1 (configuration not stated)
  -0.7%	1.7	20.0	7.6	-17.0%	8.3%	-7.0%	-9.3%	?	-8.2	1.6%
COc1ccc(S(=O)(=O)NCC(c2cccnc2)N2CCN(Cc3ccccc3)CC2)cc1C (configuration not stated)
  -0.6%	3.6	?	.	10.7%	-3.9%	1.5%	-16.4%	4.0%	?	-2.7%
Cc1ccc(S(=O)(=O)N2CCCCC2)cc1C(=O)N1CCCC1
  -0.8%	-8.6	0.6	.	-5.3%	-5.2%	0.3%	0.6%	-1.5%	4.7	5.4%
O=[N+]([O-])c1cc(C(F)(F)F)ccc1N1CCC(O)CC1
  -0.9%	-8.4	-16.0	-5.7	?	-1.7%	-5.4%	-1.9%	4.8%	13.6	1.2%
CCCCOc1ccc(C(C)NC(=O)CCS(=O)(=O)Cc2ccc(C)cc2)cc1 (configuration not stated)
  -0.6%	-2.2	0.8	5.6	4.9%	-1.4%	1.8%	-17.0%	3.5%	-4.1	1.4%
CC(=O)Oc1ccc(Nc2ccccc2)cc1
  -0.9%	3.0	-24.1	-0.8	-1.0%	?	3.1%	9.5%	0.3%	9.8	-1.1%
Cc1ccc(Cl)cc1N1CCN(C(=O)Cc2ccc(-n3c(=O)[nH]c4ccsc4c3=O)cc2)CC1
  -1.3%	3.6	-10.7	10.4	-0.2%	1.5%	1.8%	-0.6%	-2.1%	2.6	0.3%
O=C(CSc1nnc(-c2ccccc2)o1)NC1CCCCC1
  0.3%	-13.3	-23.8	-2.1	5.4%	-2.0%	-2.0%	-0.1%	?	6.4	0.2%
Cc1cc(C)n(C(=O)c2ccc(C)o2)n1
  0.4%	-17.1	-3.5	-0.1	12.4%	2.9%	2.2%	0.7%	?	30.4	-4.3%
COc1ccc(C2CC(=O)C3=C(C2)NC(C)=C(C(=O)Nc2ccccc2C)C3c2coc3ccc(C)cc3c2=O)cc1OC (configuration not stated)
  0.4%	3.1	10.6	-4.6	-5.6%	.	-6.2%	-9.5%	10.6%	-7.3	3.9%
CCOC(=O)Cc1csc(NC(=O)CSc2ncnc3c2cnn3-c2ccc(OC)cc2)n1
  0.3%	3.7	8.2	-1.2	11.9%	-4.1%	-0.7%	0.9%	0.0%	2.8	-0.1%
CCCCNc1nc2c(S(=O)(=O)c3ccccc3)nnn2c2ccccc12
  0.0%	-25.4	19.5	-0.3	9.3%	-4.8%	0.9%	0.2%	5.2%	16.3	-0.6%
CCCN(CCC)c1ncnc2c1cnn2-c1ccc(OC)cc1
  -0.1%	-8.5	1.2	-2.1	1.4%	-23.1%	-1.0%	3.4%	?	-0.4	-2.5%
CCOC(=O)/C(=C/c1ccc(OC(=O)c2ccncc2)cc1)C(C)=O
  0.0%	-0.6	4.3	-4.7	-14.3%	0.6%	-2.8%	-1.0%	?	-3.9	1.5%
Cc1ccc(CNC(=O)CN2C(=O)NC3(CC(C)CC(C)(C)C3)C2=O)cc1 (configuration not stated)
  0.1%	-1.8	-4.9	.	7.6%	9.2%	-3.0%	.	-1.9%	3.6	.
Cc1[nH]n(-c2ccc([N+](=O)[O-])cc2)c(=O)c1C=NCCN1CCN(C(=O)c2ccccc2)CC1
  -0.3%	-16.3	-22.7	5.0	22.7%	-4.2%	-1.0%	-45.6%	?	-0.7	-0.4%
CC(NC(=O)Nc1ccccc1O)(C(F)(F)F)C(F)(F)F
  0.0%	3.4	3.6	-2.4	-1.0%	-10.0%	1.4%	-2.6%	?	2.9	0.3%
CC(C)C(=O)Nc1ccc(C(=O)Nc2ccc(Br)cc2F)cc1
  0.5%	5.8	-8.1	2.9	13.4%	-2.6%	-0.4%	-5.1%	3.3%	0.7	0.2%
Cc1ccc(C)c(OCCC(=O)OCC(=O)c2c(N)n(C)c(=O)n(C)c2=O)c1
  -1.8%	5.2	-14.6	.	0.6%	-0.9%	-0.1%	.	6.4%	9.0	.
Cn1c(=O)n(C)c2cc(S(=O)(=O)N3CCN(c4ccccc4)CC3)ccc21
  0.2%	-14.7	2.6	0.8	10.4%	10.7%	4.3%	0.1%	-10.1%	2.9	-0.8%
CCCC(=O)N(Cc1cc2cccc(C)c2[nH]c1=O)c1ccccc1OC
  0.0%	7.3	-2.8	4.9	4.3%	-2.3%	-1.9%	1.8%	2.1%	-42.3	-2.6%
CCOC(=O)C1CCCN(C(=O)c2ccc(CS(=O)(=O)c3ccc(Br)cc3)o2)C1 (configuration not stated)
  0.2%	-11.8	6.0	2.8	-15.8%	2.3%	0.1%	-11.0%	14.2%	3.9	0.1%

Not a hit list; overall some 2.4% were active at least once.
